Bioassay records from PubChem.
PHOSPHO1 block: PubChem AID 1565 | Phosphoethanolamine/phosphocholine phosphatase (Homo sapiens), Q8TCT1 | recombinant PHOSPHO1, absorbance phosphatase assay | inhibition, % at 13.3 µM | 290,000 tested, 1.1% active; in the data active = inhibition above about 60%
Target sequence (Q8TCT1 whole entry, looked up): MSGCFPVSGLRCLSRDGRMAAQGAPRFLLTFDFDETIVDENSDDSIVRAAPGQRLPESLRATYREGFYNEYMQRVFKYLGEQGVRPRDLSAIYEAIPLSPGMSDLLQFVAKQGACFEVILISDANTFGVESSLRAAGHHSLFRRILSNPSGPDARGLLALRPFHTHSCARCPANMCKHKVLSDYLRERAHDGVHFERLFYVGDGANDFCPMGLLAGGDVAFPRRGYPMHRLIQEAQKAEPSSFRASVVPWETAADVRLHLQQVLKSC
GalR3 antag: GalR3 antagonists in HEK293 cells, primary screen, cell-based, fluorescence readout; Galanin receptor type 3 (Homo sapiens), O60755; HEK293 GalR3-CNG cAMP membrane potential fluorescence; galR3 body fused to GalR1 C-terminus; inhibition, % at 3 µM; 360,000 tested, 0.44% active;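 active = inhibition above the screen-wide average plus 3 SD, cut at about 13% in these data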;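 note: forskolin and galanin both at EC90 stimulate the cells; cAMP rise reported by CNG channel membrane potential dye signal; 0% = forskolin plus galanin with DMSO and 100% = forskolin alone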
VIM-2 inh: VIM-2 metallo-beta-lactamase inhibitors, primary screen, biochemical, epi-absorbance readout, Pseudomonas aeruginosa enzyme; purified VIM-2, nitrocefin hydrolysis, epi-absorbance fluorescence; inhibition, % at 5.6 µM; 290,000 tested, 0.89% active; AID 1527, 2009;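 active = inhibition above the mean of all tested compounds plus 3 SD, cutoff set per screening run, cut at about 7.5% in these data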;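 note: red hydrolysis product quenches plate fluorescence so inhibitors raise well fluorescence; 0% = enzyme with DMSO and 100% = DMSO without enzyme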
V1aR counter: agonists of human V1a receptor, primary screen, counter-screen for OXTR agonist project, fluorescence, CHO-V1R cells; Vasopressin V1a receptor (Homo sapiens), P37288; Fluo-8 calcium fluorescence, agonist mode; 0% DMSO, 100% 3 nM vasopressin; activation, % at 3 µM; 320,000 tested, 0.25% active; AID 2797, 2010;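 active = activation above the mean activation of all tested compounds plus 3 SD, per screening run, cut at about 20% in these data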;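 note: signal is peak over basal fluorescence ratio across a 100 second FLIPR read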
Target sequence (P37288 whole entry, looked up): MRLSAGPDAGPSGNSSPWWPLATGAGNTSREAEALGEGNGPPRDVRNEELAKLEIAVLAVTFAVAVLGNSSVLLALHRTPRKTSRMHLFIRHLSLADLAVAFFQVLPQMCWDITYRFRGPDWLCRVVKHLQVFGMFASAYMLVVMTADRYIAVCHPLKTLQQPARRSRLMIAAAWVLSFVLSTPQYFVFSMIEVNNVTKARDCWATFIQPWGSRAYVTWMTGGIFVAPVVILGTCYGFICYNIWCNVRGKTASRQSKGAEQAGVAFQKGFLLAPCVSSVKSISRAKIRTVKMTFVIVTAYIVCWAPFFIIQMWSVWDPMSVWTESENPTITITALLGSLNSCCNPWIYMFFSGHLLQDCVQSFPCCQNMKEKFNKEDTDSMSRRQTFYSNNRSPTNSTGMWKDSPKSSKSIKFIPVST
NS3 helicase inh: inhibitors of HCV NS3 helicase, primary screen, biochemical, Cy5 molecular beacon fluorescence; NS3 helicase DNA unwinding; inhibition, % at 10.9 µM; 290,000 tested, 0.56% active; AID 1800, 2009;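 active = inhibition above the mean of all tested compounds plus 3 SD, set per campaign, cut at about 35% in these data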;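 note: 0% = DMSO wells and 100% = thioflavine S control wells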
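Measured by: Cy5 fluorescence, 0 and 60 min reads / Assay system: NS3 helicase fragment of HCV / Control set: low DMSO, high thioflavine S at 110 µM / Times: 1 h reaction at 25 °C, ATP-initiated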
IMP-1 inh: IMP-1 metallo-beta-lactamase inhibitors, primary screen, biochemical, epi-absorbance readout, Pseudomonas aeruginosa enzyme. metallo-beta-lactamase IMP-1 (Pseudomonas aeruginosa). purified IMP-1, nitrocefin hydrolysis, epi-absorbance fluorescence. inhibition, % at 5.6 µM. 290,000 tested, 0.45% active. AID 1556, 2009;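 active = inhibition above the mean plus 3 SD of all compounds in the same screening run, cut at about 4.5% in these data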;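 note: 0% = IMP-1 with DMSO and 100% = DMSO wells lacking enzyme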
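System: Purified IMP-1 | Read-out basis: Percent enzyme inhibition | Controls: IMP-1 with DMSO as 0%, enzyme-free DMSO as 100% | Replicates: One well per compound | Doses: 5.6 µM nominal single concentration | Detection: Epi-absorbance fluorescence, 480 nm excitation, 530 nm emission | Incubation: 25 °C, 15 min preincubation, 25 min reaction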
OXTR ag: human OXTR agonists, primary screen, fluorescence, CHO-OTR cells, Fluo-8 calcium. Fluo-8 calcium fluorescence; normalized: DMSO 0%, oxytocin 100%. AID 2435, 2010. 320,000 tested, 0.32% active. activation, % at 3 µM. Oxytocin receptor (Homo sapiens), P30559;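 active = activation above the mean of all tested compounds plus 3 SD, cutoff set per screening run, cut at about 20% in these data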;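 note: peak over basal fluorescence ratio from a 100 s FLIPR kinetic read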
Target sequence (P30559 whole entry, looked up): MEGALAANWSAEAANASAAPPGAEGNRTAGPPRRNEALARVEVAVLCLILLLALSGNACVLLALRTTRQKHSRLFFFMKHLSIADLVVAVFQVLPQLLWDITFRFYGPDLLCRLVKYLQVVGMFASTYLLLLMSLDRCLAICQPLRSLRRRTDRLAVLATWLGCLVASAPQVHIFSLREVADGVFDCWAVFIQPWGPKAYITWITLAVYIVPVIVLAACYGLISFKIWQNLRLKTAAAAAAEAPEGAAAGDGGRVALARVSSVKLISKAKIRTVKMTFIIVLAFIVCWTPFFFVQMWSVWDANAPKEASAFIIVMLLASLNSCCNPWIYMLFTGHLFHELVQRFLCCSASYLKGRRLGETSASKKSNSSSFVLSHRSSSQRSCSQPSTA
GPR7 antag: GPR7 receptor antagonists, primary screen, cell-based, fluorescence, single concentration; inhibition, % at 4.4 µM; 290,000 tested, 1.1% active; GPR7-expressing cells, fluorescence antagonist assay; in the data active = inhibition above about 16%, passing the limit was not always enough;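 note: cells stimulated with the agonist NPW; 0% = agonist with vehicle and 100% = vehicle without agonist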
FID counter: compounds displacing fluorescent DNA intercalator, primary screen, artefact control for HCV NS3 helicase inhibitor project, biochemical, FID fluorescence; DNA fluorescent intercalator displacement; AID 1845, 2009; 290,000 tested, 0.17% active; inhibition, % at 7.9 µM; in the data active = inhibition above about 37%;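 note: 0% = vehicle and 100% = reference compound; higher means more ethidium bromide displaced from hairpin DNA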
* hit, by the source's call. This is a random part of the collection (roughly 4.3% active in at least one column).

Sample of the layout:
CCOC(=O)C1=C(O)/C(=C\c2ccc(CNC(=O)C(=O)Nc3ccc(C)c(C)c3)o2)N=C1C was read as PHOSPHO1 block 1.7, VIM-2 inh -1.5, NS3 helicase inh 19.7, IMP-1 inh -5.2, GPR7 antag -14.9 and FID counter -12.9.
For CCCCC#Cc1cncc(C(=O)N/N=C/c2cccc(OC)c2)c1 the results were PHOSPHO1 block -10.4, GalR3 antag -5.7, VIM-2 inh -5.8, V1aR counter -0.8, NS3 helicase inh 0.1, IMP-1 inh -6.4, OXTR ag -1.1, GPR7 antag -6.4 and FID counter -14.7.
Cc1cccc(NC(=S)N2CCN(S(=O)(=O)c3ccccc3)CC2)c1 was read as PHOSPHO1 block 41.8, GalR3 antag -3.2, VIM-2 inh -1.3, NS3 helicase inh 5.5, IMP-1 inh -0.9, GPR7 antag -7.8 and FID counter -16.3.

This part in full, previewed entries included:
CCOC(=O)C1=C(O)/C(=C\c2ccc(CNC(=O)C(=O)Nc3ccc(C)c(C)c3)o2)N=C1C was read as PHOSPHO1 block 1.7, VIM-2 inh -1.5, NS3 helicase inh 19.7, IMP-1 inh -5.2, GPR7 antag -14.9 and FID counter -12.9.
For CCCCC#Cc1cncc(C(=O)N/N=C/c2cccc(OC)c2)c1 the results were PHOSPHO1 block -10.4, GalR3 antag -5.7, VIM-2 inh -5.8, V1aR counter -0.8, NS3 helicase inh 0.1, IMP-1 inh -6.4, OXTR ag -1.1, GPR7 antag -6.4 and FID counter -14.7.
Cc1cccc(NC(=S)N2CCN(S(=O)(=O)c3ccccc3)CC2)c1 was read as PHOSPHO1 block 41.8, GalR3 antag -3.2, VIM-2 inh -1.3, NS3 helicase inh 5.5, IMP-1 inh -0.9, GPR7 antag -7.8 and FID counter -16.3.
Nc1ccccc1C(=O)N1CCc2ccccc21 was read as PHOSPHO1 block -6.3, GalR3 antag -5.5, VIM-2 inh -0.1, V1aR counter -1.0, NS3 helicase inh 24.1, IMP-1 inh -0.6, OXTR ag -1.4, GPR7 antag 19.7 and FID counter -11.9.
For Cc1onc(-c2ccccc2)c1C(=O)NNC(=S)NC(=O)c1ccc(Cl)cc1Cl the results were PHOSPHO1 block 16.3, GalR3 antag -9.3, VIM-2 inh -3.5, V1aR counter 101.5*, NS3 helicase inh 15.1, IMP-1 inh -3.0, OXTR ag 101.9*, GPR7 antag -10.3 and FID counter -7.8.
Cc1ccc(Cn2c(N/N=C/c3ccncc3)nc3c2c(=O)n(C)c(=O)n3C)cc1 was read as PHOSPHO1 block 16.0, GalR3 antag 0.1, VIM-2 inh -0.3, V1aR counter -0.6, NS3 helicase inh 28.3, IMP-1 inh -3.9, OXTR ag -2.2, GPR7 antag -23.6 and FID counter 0.3.
`Cc1cc(Cl)ccc1OCC(=O)NCCOC(=O)Nc1sc(=S)n(C)c1C` gave PHOSPHO1 block -2.9, GalR3 antag -3.2, VIM-2 inh -3.0, V1aR counter 5.0, NS3 helicase inh 6.9, IMP-1 inh -1.7, OXTR ag 2.4, GPR7 antag -4.0 and FID counter -1.2.
For CC1=C(C(=O)OC(C)C)C(c2cccnc2)C2=C(CCCC2=O)N1 (stereo unspecified) the results were PHOSPHO1 block 11.7, GalR3 antag 1.9, VIM-2 inh -3.1, V1aR counter 0.7, NS3 helicase inh 3.5, IMP-1 inh -3.2, OXTR ag 0.2, GPR7 antag -3.7 and FID counter -3.8.
`Cc1cc(S(=O)(=O)Nc2c(C)ccc3nsnc23)ccc1F` gave PHOSPHO1 block 20.4, GalR3 antag -7.7, VIM-2 inh -0.4, V1aR counter -1.0, NS3 helicase inh -2.2, IMP-1 inh -3.0, OXTR ag -1.9, GPR7 antag -10.6 and FID counter -3.5.
Screening C/C(=N\NC(=O)c1ccc2c(c1)OCO2)c1ccco1 returned PHOSPHO1 block 28.0, GalR3 antag -1.5, VIM-2 inh -2.9, V1aR counter 0.3, NS3 helicase inh 0.9, IMP-1 inh -2.8, OXTR ag 0.2, GPR7 antag -8.9 and FID counter -4.1.
For CC(C)(C)c1ccc(OC(=O)c2ccc3snnc3c2)cc1 the results were PHOSPHO1 block -2.0, GalR3 antag 6.7, VIM-2 inh -0.9, V1aR counter 1.0, NS3 helicase inh -4.7, IMP-1 inh -2.6, OXTR ag -1.3, GPR7 antag -3.9 and FID counter -0.1.
`COC1C(C)=C(C)C(=O)N1Cc1ccccc1` (stereo unspecified) gave PHOSPHO1 block -0.8, GalR3 antag -2.2, VIM-2 inh -0.2, V1aR counter 6.1, NS3 helicase inh -4.2, IMP-1 inh -0.1, OXTR ag 0.8, GPR7 antag -5.8 and FID counter -5.8.
`Cc1ccc2c(CC(=O)NCC(C)(C)N3CCOCC3)coc2c1` gave PHOSPHO1 block 11.3, GalR3 antag -2.3, VIM-2 inh -1.3, V1aR counter -0.3, NS3 helicase inh 2.2, IMP-1 inh 0.2, OXTR ag 0.7, GPR7 antag -6.5 and FID counter -0.8.
COc1ccc(CC(=O)OCc2nnc(C3COc4ccccc4O3)o2)cc1OC (stereo unspecified) was read as PHOSPHO1 block -16.7, GalR3 antag -2.7, VIM-2 inh -2.0, V1aR counter 0.6, NS3 helicase inh 3.6, IMP-1 inh -3.9, OXTR ag -0.4, GPR7 antag -7.5 and FID counter -34.5.
For CCCn1c(Nc2ccccc2C)nc2ccccc21 the results were PHOSPHO1 block 3.4, GalR3 antag -0.1, VIM-2 inh -1.1, V1aR counter 0.5, NS3 helicase inh -5.1, IMP-1 inh -3.3, OXTR ag 0.2, GPR7 antag -1.6 and FID counter 0.9.
For O=C(NCc1ccncc1)C1CCCCC1 the results were PHOSPHO1 block -12.9, GalR3 antag -2.3, VIM-2 inh -1.8, V1aR counter -0.4, NS3 helicase inh -4.1, IMP-1 inh -1.5, OXTR ag 0.1, GPR7 antag 8.1 and FID counter -2.1.
For Cc1ccc(S(=O)(=O)N2CCCN(c3nccc(C(F)(F)F)n3)CC2)cc1 the results were PHOSPHO1 block 3.3, GalR3 antag -7.5, VIM-2 inh -4.2, V1aR counter -1.5, NS3 helicase inh -9.2, IMP-1 inh -1.4, OXTR ag -2.8, GPR7 antag -10.5 and FID counter -18.0.
Cc1ccccc1N1C(=O)CN(Cc2sccc2C)C1=S was read as PHOSPHO1 block 0.2, GalR3 antag -8.6, VIM-2 inh -1.4, V1aR counter 2.5, NS3 helicase inh -0.7, IMP-1 inh -0.8, OXTR ag 1.7, GPR7 antag -2.5 and FID counter -5.3.
Screening CCCCNC(=O)N1CCC(CCC(=O)N(C)Cc2ccccc2)CC1 returned PHOSPHO1 block 18.3, GalR3 antag -10.8, VIM-2 inh -1.2, V1aR counter 0.6, NS3 helicase inh 5.8, IMP-1 inh -0.9, OXTR ag -1.1, GPR7 antag -8.8 and FID counter -31.2.
CCc1ccccc1NC(=O)NC(C)c1ccc2c(c1)OCO2 (stereo unspecified) was read as PHOSPHO1 block 33.5, GalR3 antag 2.9, VIM-2 inh -2.4, V1aR counter 0.8, NS3 helicase inh -10.0, IMP-1 inh -1.6, OXTR ag -0.8, GPR7 antag -6.1 and FID counter -13.0.
Screening CCCCC(=O)Nc1ccc(NC(=S)NC(=O)c2ccco2)cc1OC returned PHOSPHO1 block 28.8, GalR3 antag 3.4, VIM-2 inh -4.2, V1aR counter 0.1, NS3 helicase inh -12.2, IMP-1 inh -1.8, OXTR ag -1.8, GPR7 antag -13.4 and FID counter -25.4.
`O=C(NCc1nnc(SCC(=O)N2CCOCC2)o1)c1cccs1` gave PHOSPHO1 block -2.7, GalR3 antag -2.5, VIM-2 inh -0.8, V1aR counter 0.8, NS3 helicase inh -2.7, IMP-1 inh -2.0, OXTR ag 0.4, GPR7 antag 2.2 and FID counter -3.1.
CCCOc1ccc(OCCN2CCCC(C)C2)cc1 (stereo unspecified) was read as PHOSPHO1 block 0.3, GalR3 antag 0.9, VIM-2 inh -6.1, V1aR counter -0.4, NS3 helicase inh -8.6, IMP-1 inh -2.1, OXTR ag 1.8, GPR7 antag -9.3 and FID counter 10.9.
`CCCc1ccc(Oc2c(-c3ccc(O)c(C)c3O)n[nH]c2C)cc1` gave PHOSPHO1 block -12.3, GalR3 antag 4.1, VIM-2 inh -4.5, V1aR counter 16.3, NS3 helicase inh 4.9, IMP-1 inh -3.5, OXTR ag 19.6*, GPR7 antag 4.6 and FID counter 1.9.
`CCOC(=O)c1ccc(N=Nc2c(C)c(C#N)c(O)[nH]c2=O)cc1` gave PHOSPHO1 block -30.8, GalR3 antag 4.9, VIM-2 inh -1.6, V1aR counter 0.6, NS3 helicase inh 4.4, IMP-1 inh -2.0, OXTR ag 0.3, GPR7 antag -12.4 and FID counter 0.4.
Screening COc1ccc2[nH]c(C(=O)O)c(NS(=O)(=O)c3ccc(C)cc3C)c2c1 returned PHOSPHO1 block 14.6, GalR3 antag 3.1, VIM-2 inh 4.2, V1aR counter 0.4, NS3 helicase inh -7.5, IMP-1 inh -2.5, OXTR ag -0.6, GPR7 antag -13.6 and FID counter -35.6.
For COc1ccc(OC)c(S(=O)(=O)Nc2cccc(-c3ccc(N4CCCCCC4)nn3)c2)c1 the results were PHOSPHO1 block 29.0, GalR3 antag -1.9, VIM-2 inh 0.5, V1aR counter -1.6, NS3 helicase inh -9.4, IMP-1 inh -0.9, OXTR ag -2.0, GPR7 antag -18.1 and FID counter -29.3.
`Cc1c(C(=O)NC2CCN(Cc3ccccc3)C2)oc2c(Cl)cccc12` (stereo unspecified) gave PHOSPHO1 block 28.0, GalR3 antag -10.4, VIM-2 inh 0.3, V1aR counter -0.4, NS3 helicase inh -36.6, IMP-1 inh -5.2, OXTR ag -1.8, GPR7 antag -9.3 and FID counter 4.3.
For Cc1ccc(C(=O)O/N=C(\N)c2ccccn2)cc1 the results were PHOSPHO1 block 30.5, GalR3 antag 2.2, VIM-2 inh -6.0, V1aR counter -0.2, NS3 helicase inh 6.8, IMP-1 inh -4.4, OXTR ag -0.8, GPR7 antag 7.4 and FID counter -15.1.
Cc1cccc(OCC(=O)NNC(=O)CCc2ccccc2)c1 was read as PHOSPHO1 block 40.8, GalR3 antag -4.6, VIM-2 inh -6.2, NS3 helicase inh 2.8, IMP-1 inh -4.1, GPR7 antag 6.8 and FID counter 2.9.
Cc1oc2c(c1C(=O)c1ccccc1)C(=O)C(=O)c1ccccc1-2 was read as PHOSPHO1 block 0.1, GalR3 antag -5.3, VIM-2 inh -1.5, V1aR counter 1.4, NS3 helicase inh 0.3, IMP-1 inh -0.9, OXTR ag 0.6, GPR7 antag 18.6 and FID counter -3.7.
